TDP43 rescue = inhibitors of TDP-43 toxicity in yeast. TDP-43 expressing yeast growth rescue, BacTiter-Glo, 24 h. Potency, µM (top dose mostly 46.1 µM), for inactives: top-dose growth rescue (activation), actives largely listed as activators. 410,000 compounds, 1.8% hits. AID 652104; also: potency is read from the fitted curve at half-maximal effect; % of control where 0% means no effect; nearly all actives have a fitted effect of over 50% in size
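In this qHTS, compounds that restore growth of yeast expressing TDP-43 appear as activators. Cells (OD600=0.02, galactose medium, raffinose-pregrown) are incubated with compound 24 hr at 30 deg C and growth is quantified by BacTiter-Glo.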
GLP1R ag = activates the human GLP-1 receptor; P43220; HEK293 GLP-1R CRE-luciferase, luminescence, 4-6 h; cells express a hypersensitive GLP-1R form; Potency, µM (top dose mostly 45.6 µM), inactives show at the top dose activation, most hits filed as activators; 380,000 compounds, 0.007% hits; also: potency is read from the fitted curve at half-maximal effect; % of control where 0% means no effect
Target sequence (P43220 whole entry, looked up): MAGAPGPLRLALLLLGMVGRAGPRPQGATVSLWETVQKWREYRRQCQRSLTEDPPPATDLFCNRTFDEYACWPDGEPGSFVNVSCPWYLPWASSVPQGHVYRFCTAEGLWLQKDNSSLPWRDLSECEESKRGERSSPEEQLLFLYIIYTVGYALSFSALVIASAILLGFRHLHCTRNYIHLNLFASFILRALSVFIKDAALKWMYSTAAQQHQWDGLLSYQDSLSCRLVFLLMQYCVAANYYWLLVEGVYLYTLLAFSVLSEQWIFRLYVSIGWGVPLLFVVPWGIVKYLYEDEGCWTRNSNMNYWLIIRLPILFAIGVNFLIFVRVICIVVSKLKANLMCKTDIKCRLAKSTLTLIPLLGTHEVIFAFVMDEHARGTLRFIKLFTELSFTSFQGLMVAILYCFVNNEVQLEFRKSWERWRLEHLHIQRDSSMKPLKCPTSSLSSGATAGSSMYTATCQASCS
Akt phos inh = inhibitors of Akt phosphorylation; activity change, % for hits at 50 µM; Neuro2A IGF-stimulated pAkt S473 HTRF, 20 min; hits give low values; AID 651550; 360,000 compounds, 0.32% hits; in the data active = activity change below about -80%; inconclusive = mostly about -51% to -80%; also: % is scaled to controls: 0 for no effect and ±100 for the full control effect
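Single-point screen (50 µM final compound) in Neuro2A cells stimulated 20 min with 6 nM IGF at 37 deg C. After lysis, Ser473-phosphorylated Akt read by HTRF (ex 330 nm, em 615/665 nm) as the 665/615 ratio.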
Abeta rescue = compounds reversing amyloid beta toxicity in yeast; yeast expressing A-beta42, growth rescue, OD600, 48 h; response scale: 0% DMSO, 100% iron-clioquinol control; 410,000 compounds, 0.063% hits; Potency, µM (series often up to 46.1 µM), without a hit: top-dose growth rescue, most hits filed as activators; AID 1347071; also: potency is read from the fitted curve at half-maximal effect; nearly all actives have a fitted effect of over 55% in size
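Growth rescue measured by 600 nm absorbance after 48 h yeast culture at 30 C with compound. Values normalized between DMSO and an equimolar ferric chloride plus clioquinol control.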
D3 antag = D3 dopamine receptor (human) antagonism | P35462 | D3R cells, DiscoveRx beta-arrestin luminescence, antagonist mode; hits give low values | max response, negative = inhibition, % | 360,000 compounds, 2.5% hits | AID 652054; in the data active = max response below about -50%; inconclusive = no clear call, values can overlap the other calls; also: % is scaled to controls: 0 for no effect and ±100 for the full control effect; mostly tested at two doses, the higher about 12 µM
Target sequence (P35462 whole entry, looked up): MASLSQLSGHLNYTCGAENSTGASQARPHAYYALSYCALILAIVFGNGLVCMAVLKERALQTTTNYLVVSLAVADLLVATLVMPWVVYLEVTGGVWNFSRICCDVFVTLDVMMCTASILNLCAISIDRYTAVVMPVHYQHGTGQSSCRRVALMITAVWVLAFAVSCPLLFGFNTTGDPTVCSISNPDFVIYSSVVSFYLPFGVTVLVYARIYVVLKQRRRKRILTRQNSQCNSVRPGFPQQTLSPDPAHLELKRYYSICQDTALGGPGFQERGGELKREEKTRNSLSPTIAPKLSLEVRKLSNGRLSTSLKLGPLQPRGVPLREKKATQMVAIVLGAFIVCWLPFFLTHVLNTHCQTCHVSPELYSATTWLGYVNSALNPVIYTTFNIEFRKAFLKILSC
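Cells expressing the human receptor were seeded at 1500 cells/well, incubated overnight at 37 degrees C in 5% CO2, then exposed to library compounds with dopamine controls for 90 minutes at 37 degrees C before luminescent detection.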
FUS suppressor = FUS proteinopathy suppression in yeast; S. cerevisiae FUS-expressing, growth rescue, OD600, 24 h; Potency, µM (highest dose often 76.6 µM), inactives show at the highest dose growth rescue (activation), hits mostly activators; 390,000 compounds, 0.24% hits; AID 1347120;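 also: potency is read from the fitted curve at half-maximal effect; plate controls were DMSO vehicle for no effect and reference control for full effect; nearly all actives have a fitted effect of over 55% in size; some results filed as inactive show a strong effect at the top dose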
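Read-out: OD at 600 nm after 24hr at 30C, reporting rescue of FUS-induced yeast toxicity. Cells at OD 0.005 in galactose (2%) minimal medium; compounds tested in a dilution series; CP55940 titration from 92uM final as control.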
PTHR1 ag = activates the human parathyroid hormone receptor PTHR1. Q03431. Potency, µM (highest dose often 115 µM), for inactives: at the top dose activation, actives largely listed as activators. 410,000 compounds, 0.075% hits. HEK293 GP2 PTHR1 cells, GloSensor cAMP luminescence, 1 h; also: potency is read from the fitted curve at half-maximal effect; nearly all actives have a fitted effect of over 55% in size; some results filed as inactive show a strong effect at the top dose; inactives centre near -15; many of its hits are not listed in these tables
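HEK-293-derived GP2 cells expressing PTHR1 and a GloSensor cAMP reporter, 3,000/well, plated overnight, given luciferin plus IBMX (each 0.5 mM as added) for 1 h at 37 °C, then compound for 1 h at 37 °C. Luminescence was read after 15 min at room temperature.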
aSyn yeast inh = inhibitors of alpha-synuclein toxicity in yeast; Potency, µM (doses to about 46.1 µM), for the others: top-dose growth rescue (activation), actives largely listed as activators; AID 652106; Yeast expressing alpha-synuclein, growth rescue, BacTiter-Glo, 24 h; 370,000 compounds, 0.14% hits; also: potency is read from the fitted curve at half-maximal effect; % of control where 0% means no effect; nearly all actives have a fitted effect of over 65% in size
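Readout is rescue of growth in alpha-synuclein-expressing yeast, so inhibitors of toxicity appear as activators. Growth after 24 hr at 30 deg C in galactose medium is quantified by luminescence.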
GLP-1R inv ag = inverse agonists of human GLP-1 receptor. AID 624417. 410,000 compounds, 1.6% hits. P43220. Potency, µM (doses to about 38.3 µM), for inactives: top-dose activity change, negative = inhibition, usual class: inhibitors. HEK293 GLP-1R CRE-luciferase, luminescence, 24 h; GLP-1R form is constitutively active; also: potency is read from the fitted curve at half-maximal effect; % is scaled to controls: 0 for no effect and ±100 for the full control effect; nearly all actives have a fitted effect of over 55% in size
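qHTS in 1536-well format: reporter HEK293 cells expressing constitutive GLP-1R activity in DMEM + 10% Nu serum, 24 hr with compounds at 37 deg C, luminescence read after 12 min with detection reagent.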
Active calls of the source: *; [ ] = another dose, or the depositor's remark. Unless noted, calls follow the shape of the dose curve; as a rule, active = well fitted curve in the direction sought with a large enough effect; inconclusive = small, poorly fitted or top-dose-only effect, or another doubt; inactive = no such curve, though single readings can be large; an effect the other way counts as inactive or inconclusive. The list is partial; count on the stated rates, not on these rows.

CCNC(=O)C1(C)CCN(C(=O)c2cc(OC)c(OC)c(OC)c2)C1 (stereo unspecified) was read as TDP43 rescue 0%, GLP1R ag 9%, Akt phos inh inactive, Abeta rescue 6%, D3 antag 22, FUS suppressor -21%, PTHR1 ag inactive, aSyn yeast inh 6% and GLP-1R inv ag 22%.
`COC(=O)c1ccccc1NC(=O)CSc1nc(Nc2ccccc2)nc(N2CCOCC2)n1` gave TDP43 rescue 11%, GLP1R ag 0%, Akt phos inh inactive, Abeta rescue -14%, D3 antag -11, FUS suppressor 35%, PTHR1 ag -18%, aSyn yeast inh 17% and GLP-1R inv ag inconclusive.
CCN1CCc2c(OCc3ccc(C(=O)OC)o3)cccc2C1=O was read as TDP43 rescue inconclusive, GLP1R ag 14%, Akt phos inh inactive, Abeta rescue -11%, D3 antag 3, FUS suppressor 2%, PTHR1 ag -6%, aSyn yeast inh -2% and GLP-1R inv ag 16%.
Screening Cc1cc(C)n(CCNC(=O)CC2C(=O)NCCN2CC2CCCCC2)n1 (stereo unspecified) returned TDP43 rescue -8%, GLP1R ag 5%, Akt phos inh inactive, Abeta rescue 0%, D3 antag 1, FUS suppressor 12%, PTHR1 ag inactive, aSyn yeast inh -4% and GLP-1R inv ag -5%.
Screening O=C(NN=Cc1ccc(O)cc1O)c1ccccc1NS(=O)(=O)c1cccs1 returned TDP43 rescue 29%, GLP1R ag -7%, Akt phos inh inactive, Abeta rescue -15%, D3 antag 19, FUS suppressor 25%, PTHR1 ag -5%, aSyn yeast inh -3% and GLP-1R inv ag inconclusive.
O=C(NCCOc1ccccc1F)c1cccc(S(=O)(=O)N2CCN(c3ccccc3)CC2)c1 was read as TDP43 rescue 3%, GLP1R ag 4%, Akt phos inh inactive, Abeta rescue 4%, D3 antag -6, FUS suppressor 37%, PTHR1 ag inactive, aSyn yeast inh 6% and GLP-1R inv ag inconclusive.
For O=C(COc1cccc(C(F)(F)F)c1)NCCCN1CCCC1=O the results were TDP43 rescue -9%, GLP1R ag 6%, Akt phos inh inactive, Abeta rescue 0%, D3 antag -2, FUS suppressor inconclusive, PTHR1 ag -14%[57.5 µM], aSyn yeast inh 1% and GLP-1R inv ag inconclusive.
COc1ccccc1-c1noc(-c2ccco2)n1 was read as TDP43 rescue 18%, GLP1R ag 3%, Akt phos inh inactive, Abeta rescue 8%[9.22 µM], D3 antag 34, FUS suppressor -33%, PTHR1 ag -14%, aSyn yeast inh 5% and GLP-1R inv ag 2%.
Screening COc1ccc(CN=C2NN=C(c3ccccc3)CS2)cc1 returned TDP43 rescue 1%[9.22 µM], GLP1R ag 15%, Akt phos inh inactive, Abeta rescue 4%, D3 antag 7, FUS suppressor 23%, PTHR1 ag -19%, aSyn yeast inh -4% and GLP-1R inv ag inconclusive.
O=S(=O)(CS(=O)(=O)c1ccccc1)c1ccccc1 was read as TDP43 rescue 1%, GLP1R ag 12%, Akt phos inh inactive, Abeta rescue -17%, D3 antag -10, FUS suppressor 21%, PTHR1 ag inactive, aSyn yeast inh -7% and GLP-1R inv ag 26%.
Screening O=C1OC(c2ccccc2)(c2ccc3cc(O)ccc3c2)c2ccccc21 (stereo unspecified) returned TDP43 rescue -92%[inhibitor], GLP1R ag -7%, Akt phos inh inactive, Abeta rescue -2%, D3 antag -20, FUS suppressor 6%, PTHR1 ag -13%, aSyn yeast inh -47%[inhibitor] and GLP-1R inv ag inconclusive.
COC(=O)CC1C(=O)NCCN1C(=O)CSc1nc2ccccc2o1 (stereo unspecified) was read as TDP43 rescue -17%, GLP1R ag -1%, Akt phos inh inactive, Abeta rescue 11%, D3 antag 1, FUS suppressor -7%, PTHR1 ag inactive, aSyn yeast inh 1% and GLP-1R inv ag -7%[0.307 µM].
For CCOc1ccccc1NC1(c2ccccc2)C(=O)c2ccccc2C1=O the results were TDP43 rescue 4%, GLP1R ag -6%, Abeta rescue 28%, FUS suppressor 1%, PTHR1 ag inactive, aSyn yeast inh 10% and GLP-1R inv ag -3%.
`O=C(Cn1cnc2ccccc21)N/N=C/C(Br)=C/c1ccccc1` gave TDP43 rescue 8%, GLP1R ag 5%, Akt phos inh inactive, Abeta rescue -3%, D3 antag -5, FUS suppressor 13%, PTHR1 ag -19%, aSyn yeast inh 7% and GLP-1R inv ag 8%.
For Cc1ccc(C2=NNC(=O)C(P(=O)(c3ccccc3)c3ccccc3)C2)cc1 (stereo unspecified) the results were TDP43 rescue 13%, GLP1R ag 12%, Akt phos inh inactive, Abeta rescue 9%, D3 antag 2, FUS suppressor -26%, PTHR1 ag inactive, aSyn yeast inh 4% and GLP-1R inv ag -2%.
Screening O=C(C1CCCN(Cc2cccs2)C1)N1CCCCCC1 (stereo unspecified) returned TDP43 rescue -8%, GLP1R ag -11%, Akt phos inh inactive, Abeta rescue 13%[9.22 µM], D3 antag 0, FUS suppressor -34%, PTHR1 ag inactive, aSyn yeast inh 0% and GLP-1R inv ag 10%.
For Cc1ccc(S(=O)(=O)N2CCN(C(=O)N3CCOCC3)C2c2ccc(N(C)C)cc2)cc1 (stereo unspecified) the results were TDP43 rescue 20%, GLP1R ag -6%, Akt phos inh inactive, Abeta rescue 10%, D3 antag 11, FUS suppressor 17%, PTHR1 ag -6%[57.5 µM], aSyn yeast inh -10% and GLP-1R inv ag 23%.
`CC1C(=O)N(Cc2cn(Cc3ccco3)nn2)CCS(=O)(=O)N1Cc1ccc(-c2ccccc2C(F)(F)F)cc1` (stereo unspecified) gave TDP43 rescue inconclusive, GLP1R ag 2%, Akt phos inh inactive, Abeta rescue 19%, D3 antag 14, FUS suppressor inconclusive, PTHR1 ag inactive, aSyn yeast inh inconclusive and GLP-1R inv ag inconclusive.
`COc1ccccc1-c1noc(-c2ccc(N3CCC(C)CC3)c([N+](=O)[O-])c2)n1` gave TDP43 rescue -3%, Abeta rescue -20%, FUS suppressor -5%, PTHR1 ag -13% and GLP-1R inv ag 19%.
Cc1nn(-c2ccccc2)c(N)c1C(c1ccccc1)c1c(C)nn(-c2ccccc2)c1N was read as TDP43 rescue 16%, GLP1R ag -5%, Akt phos inh inactive, Abeta rescue 30%, D3 antag -1, FUS suppressor 18%, PTHR1 ag inactive, aSyn yeast inh -1% and GLP-1R inv ag -61%.
For CCOc1cc(OCC)cc(C(=O)N2CCC[C@H]2C(=O)N2CCC[C@H]2C(=O)NCc2cccc(OC)c2)c1 the results were TDP43 rescue 22%, GLP1R ag -1%, Akt phos inh inactive, Abeta rescue -7%, D3 antag -25, FUS suppressor 24%, PTHR1 ag inactive, aSyn yeast inh -10% and GLP-1R inv ag 6%.
For Brc1cnc(N2CCOCC2)nc1N1CCCCC1 the results were TDP43 rescue 2%, GLP1R ag 20%, Akt phos inh inactive, Abeta rescue 4%, D3 antag -20, FUS suppressor 13%, PTHR1 ag inactive, aSyn yeast inh inconclusive and GLP-1R inv ag -7%.
Screening CC1CC(C)CN(C(=O)COC(=O)Cc2ccc(Cl)cc2)C1 (stereo unspecified) returned TDP43 rescue -2%, GLP1R ag 2%, Akt phos inh inactive, Abeta rescue 16%, D3 antag 3, FUS suppressor 24%, PTHR1 ag -27%, aSyn yeast inh 2% and GLP-1R inv ag -7%.
`CC(C)NC(=O)C12CC3CC(C1)CC(C(=O)NC(C)C)(C3)C2` gave TDP43 rescue 5%, GLP1R ag 2%, Akt phos inh inactive, Abeta rescue -2%, D3 antag -5, FUS suppressor -2%, PTHR1 ag inactive, aSyn yeast inh -5% and GLP-1R inv ag 1%.
COCCNC(=O)CN1C(=O)CSc2cc(S(=O)(=O)N3CCCCCC3)ccc21 was read as TDP43 rescue 5%, GLP1R ag -3%, Akt phos inh inactive, Abeta rescue -14%, D3 antag 4, FUS suppressor -5%, PTHR1 ag inactive, aSyn yeast inh -8% and GLP-1R inv ag -14%.
For O=C(/C=C/[C@H]1O[C@@H](n2cnc3c(NC(=O)c4ccccc4)ncnc32)[C@H](O)[C@@H]1O)NCCCc1ccccc1 the results were TDP43 rescue 4%, GLP1R ag -4%, Akt phos inh inactive, Abeta rescue -23%, D3 antag 0, FUS suppressor 12%, PTHR1 ag -15%, aSyn yeast inh -7% and GLP-1R inv ag 18%.
For CCOC(=O)[C@@H](CCc1ccccc1)N[C@H](C)C(=O)N1[C@H](C(=O)O)C[C@@H]2CCC[C@@H]21 the results were TDP43 rescue -21%, GLP1R ag -1%, Akt phos inh inactive, Abeta rescue -16%, D3 antag -54*, FUS suppressor -30%, PTHR1 ag -25%, aSyn yeast inh 4% and GLP-1R inv ag 0%.
Screening CC(C)CNC(=O)C1=CC(c2ccc3c(c2)OCO3)=NS(=O)(=O)N1C returned TDP43 rescue 3%, Abeta rescue -2%, FUS suppressor 23%, PTHR1 ag -16% and GLP-1R inv ag 3%.
CCN(CC)C(=O)C1=C(C)N(CCCOC)C(=O)C(CC(=O)NCc2cccc3ccccc23)C1 (stereo unspecified) was read as TDP43 rescue 21%, GLP1R ag 0%, Akt phos inh inactive, Abeta rescue -1%, D3 antag -6, FUS suppressor 8%, PTHR1 ag -2%, aSyn yeast inh 9% and GLP-1R inv ag 8%.

Screens (PubChem BioAssay)
